High-throughput results: PubChem BioAssay, National Center for Advancing Translational Sciences (NCATS)
Shiga inhibitor: Shiga toxin inhibition. AID 2315. inhibition, % at 38.7 µM. 9.2% of 290,000 active. Vero cells, Shiga toxin protein synthesis inhibition reporter; in the data active = inhibition mostly above about 28%, no sharp cut-off; inactive = mostly below about 43%; also: 0% is about no effect
AmpC no deterg: blocks E. coli AmpC beta-lactamase in detergent-free assay. AmpC nitrocefin hydrolysis, absorbance 480 nm, 0.0001% Triton. Potency, µM (titrated, usually from 57.1 µM), inactives show at the top dose activity change, negative = inhibition, usual class: inhibitors. 0.52% of 330,000 active. AID 485341;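 also: potency is read from the fitted curve at half-maximal effect; plate controls were no compound for no effect and no enzyme for full effect; nearly all actives have a fitted effect of over 20% in size; some results filed as inactive show a strong effect at the top dose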
Target sequence (P00811 whole entry, looked up): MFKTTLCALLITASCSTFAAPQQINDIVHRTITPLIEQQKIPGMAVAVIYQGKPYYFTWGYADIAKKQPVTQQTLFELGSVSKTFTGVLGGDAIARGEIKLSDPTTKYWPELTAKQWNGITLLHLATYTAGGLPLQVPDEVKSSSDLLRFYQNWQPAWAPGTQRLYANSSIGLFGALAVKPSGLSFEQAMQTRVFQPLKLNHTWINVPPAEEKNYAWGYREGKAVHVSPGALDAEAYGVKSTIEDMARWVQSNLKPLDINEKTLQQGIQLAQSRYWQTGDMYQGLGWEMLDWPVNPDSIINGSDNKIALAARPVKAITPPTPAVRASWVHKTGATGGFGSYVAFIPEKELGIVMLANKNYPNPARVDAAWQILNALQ
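AmpC (5.3 nM in the dispensed reagent) in 20 mM phosphate pH 7.0 with 0.01% (detergent screen) or 0.0001% Triton X-100 was preincubated with compounds for 15 min at room temperature. Nitrocefin was then added from an 800 uM solution, and hydrolysis was followed at 480 nm.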
Cycloheximide cs: counter-screen hit for Shiga toxin inhibitors, cycloheximide. 12% of 300,000 active. max response, %. cell reporter, cycloheximide protein synthesis inhibition counterscreen; in the data active = max response mostly above about 13%, no sharp cut-off; inactive = mostly below about 14%; also: read at 38.3 µM for the half of the compounds with a filed dose; 0% is about no effect
AMA1 RON2 block: inhibitors of Plasmodium falciparum AMA1-RON2 interaction. AlphaScreen AMA1-biotinylated RON2 peptide binding. Potency, µM (highest dose often 58.2 µM), inactives show top-dose activity change, negative = inhibition, hits mostly inhibitors. 0.2% of 360,000 active. AID 720542;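 also: potency is read from the fitted curve at half-maximal effect; 0% = vehicle wells and -100% = peptide control; nearly all actives have a fitted effect of over 45% in size; some results filed as inactive show a strong effect at the top dose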
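AMA1 (3D7) with his tag at 25 nM final met compounds first, then biotinylated RON2 peptide at 25 nM; detection used donor plus acceptor beads, 10 µg/mL apiece, read by AlphaScreen after 30 min at room temperature.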
AmpC detergent: AmpC beta-lactamase inhibition with detergent present. P00811. AmpC hydrolysis of nitrocefin, absorbance 480 nm, 0.01% Triton. Potency, µM (highest dose often 114 µM), inactives show at the highest dose activity change, negative = inhibition, hits mostly inhibitors. 0.041% of 370,000 active;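 also: potency is read from the fitted curve at half-maximal effect; 0% = no-compound wells and -100% = no-enzyme wells; nearly all actives have a fitted effect of over 25% in size; some results filed as inactive show a strong effect at the top dose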
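20 mM phosphate pH 7.0 + 0.01% (detergent screen) or 0.0001% Triton X-100; 5.3 nM AmpC reagent; cpd preinc 15 min RT; nitrocefin (800 uM stock) to start; A480 q20 s × 4 min; Activity was normalised to no-enzyme and no-compound control wells.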
Giardia FBPA inh: Giardia lamblia aldolase inhibition; A8B2U2; purified Giardia FBPA; AID 2451; 0.71% of 290,000 active; Potency, µM (doses to about 59.6 µM), inactives show at the highest dose activity, negative = inhibition, hits mostly inhibitors; also: potency is read from the fitted curve at half-maximal effect; % is scaled to controls: 0 for no effect and ±100 for the full control effect; nearly all actives have a fitted effect of over 55% in size
Target sequence (A8B2U2 whole entry, looked up): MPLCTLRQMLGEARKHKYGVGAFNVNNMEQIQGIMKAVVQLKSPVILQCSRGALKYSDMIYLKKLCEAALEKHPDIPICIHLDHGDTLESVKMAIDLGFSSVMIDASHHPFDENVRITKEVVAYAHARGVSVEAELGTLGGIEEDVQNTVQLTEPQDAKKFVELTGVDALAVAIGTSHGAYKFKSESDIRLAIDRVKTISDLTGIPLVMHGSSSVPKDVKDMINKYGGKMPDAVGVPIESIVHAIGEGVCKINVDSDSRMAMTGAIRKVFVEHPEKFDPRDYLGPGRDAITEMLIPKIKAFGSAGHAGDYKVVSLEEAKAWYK
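40 nM FBPA preincubated 10 min at RT with compound (up to 57.5 uM final), then substrate plus GAPDH/TPI/NAD/arsenate coupling and diaphorase/resazurin added. Fluorescence read after 20 min at RT, 525/598 nm.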
HCMV antiviral: inhibitors of human cytomegalovirus. HFF cells, HCMV-luciferase reporter, 72 h; stronger effect = lower value. activity change, negative = inhibition, % at 57.5 µM. 4.5% of 410,000 active. AID 1259415; in the data active = activity change below about -60%; inconclusive = no clear call, values can overlap the other calls; inactive = above about -39%; also: % is scaled to controls: 0 for no effect and ±100 for the full control effect
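Luciferase read-out from HCMV-luciferase-infected HFFs (MOI 1 PFU/cell) 72 h post infection at 37C; compounds added after 16 h cell attachment; activity normalized between buffer-only basal and Salinomycin (10uM) inhibitor controls.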
Starred values were filed as active, the others as inactive; ? = inconclusive; / = not tested or not shown; & = joins results of further samples; [ ] = another dose, or the depositor's remark. Unless noted, calls follow the shape of the dose curve; as a rule, active = well fitted curve in the direction sought with a large enough effect; inconclusive = small, poorly fitted or top-dose-only effect, or another doubt; inactive = no such curve, though single readings can be large; an effect the other way counts as inactive or inconclusive.

SMILES | Shiga inhibitor | AmpC no deterg | Cycloheximide cs | AMA1 RON2 block | AmpC detergent | Giardia FBPA inh | HCMV antiviral
COc1ccc(-c2sc3cc4c(cc3c2C#Cc2ccc(N)cc2)OCO4)cc1 | / | -15% | / | -6% | / | / | 6
O=C1NC[C@H](c2ccccc2)N(CCc2cc(C(F)(F)F)cc(C(F)(F)F)c2)C1=O | -6 | 69%[activator] | -6 | -1% | 0% | -6% | -6
COc1ccc(OC)c(NC(=O)CCCCCn2nnc3ccccc3c2=O)c1 | 15 | 29% | 6 | 2% | -1% | 6% | -29
CCN1C(=O)[C@H]2[C@H]3CN=C(SCc4ccc(C#N)cc4)N3[C@@](C)(C(=O)OC)[C@H]2C1=O | / | -5% | / | -4% | / | / | 2
Fc1ccc(CNC(=S)Nc2ccccc2Cl)cc1 | -6 | -15% | -2 | 3%[2.32 µM] | 3% | 0% | ?
Cc1sc2ncnc(OCC(=O)NCC3CCCO3)c2c1C (stereo not drawn) | -4 | -22% | 0 | 16% | 1% | 0% | 8
CCOC(=O)N1CCN(c2c(NC3CCN(Cc4ccccc4)CC3)c(=O)c2=O)CC1 | -19 | -1% | -6 | 8% | -10% | 3% | -64*
COC(=O)c1c(O)ccc(Oc2ccccc2)c1C(=O)OC | -1 | -2% | 0 | -2% | -13% | -4% | 39
COCCNC(=O)Cn1cc(S(=O)(=O)N2CCN(c3ccccc3F)CC2)c2ccccc2c1=O | 14 | 204%[activator] | 8 | 1% | ? | 0% | -24
NS(=O)(=O)c1ccc(NC(=S)NNC(=O)c2cccs2)cc1 | 107* | -26% | 29* | 31%[activator] | -10% | 2% | -39
O=C(CSc1ccc2c(c1)OCCO2)N1CCN(c2ccccc2O)CC1 | / | -8% | / | -21% | -12% | / | -13
Cc1noc(/C=C/N(C)C)c1S(=O)(=O)N1CCCC(C(=O)NC2CCCCC2C)C1 (stereo not drawn) | 11 | 95%[activator] | 0 | -6% | -8% | 3% | -35
Cc1nc2ccccc2c(=O)n1/N=C1\C(=O)N(C)c2ccccc21 | 14 | -11% | 5 | / | 0% | -1% | /
O=C1CC2(CCN(C(=O)c3c(F)cccc3Cl)CC2)Oc2ccccc21 | / | 13% | / | 1% | -7% | / | 10
CCc1cccc(OCC2Cn3c(nc4c3c(=O)n(C)c(=O)n4C)O2)c1 (stereo not drawn) | 19 | 38% | -1 | -4% | 3% | 11% | -10
COc1ccc(CNC(=O)COC(=O)CN2C(=O)C(C)Oc3ccc(C)cc32)cc1 (stereo not drawn) | -10 | 48% | -2 | -3% | -10% | 8% | -18
Cc1ccc(OCC(=O)NC(=S)Nc2ccc3c4c(cccc24)CC3)cc1 | 16 | -45% | -5 | 1% | ? | 1% | 12
O=C(OC1CCOC1=O)c1ccc(NS(=O)(=O)c2cccs2)cc1 (stereo not drawn) | -14 | -43% | -3 | -8% | 3% | 11% | 10
O=C(CSc1nc2c(c(=O)n1-c1ccccc1)SCC2)NCC1CCCO1 (stereo not drawn) | -9 | -14% | -3 | 11% | 5% | 7% | 20
COc1nc(NCCc2ccc(OC)c(OC)c2)nc(Nc2ccccc2)n1 | / | 73%[activator] | 54* | ? | -4% | -9% | 0
CC(=O)N1CCN(c2cc(N3CCc4ccccc4C3)c(F)cc2[N+](=O)[O-])CC1 | -13 | 172%[activator] | -5 | -29% | 2% | 0% | ?
CC(C)c1ccc(NC2CCCN(C(=O)CCN3CCCCO3)C2)cc1 (stereo not drawn) | -35 | 123%[activator] | 1 | -10% | 2% | / | -9
CCC(C)(C)C1CCc2[nH]nc(C(=O)NC3CCCCC3)c2C1 (stereo not drawn) | / | -35% | / | 0% | -5% | / | -21
COc1ccc(NC(=O)c2ccc3c(c2)OCO3)cc1S(=O)(=O)N1CCOCC1 | / | -36% | / | 0% | / | / | -8
COc1cc2nc(CN3CCN(S(=O)(=O)c4ccccc4C(F)(F)F)CC3)[nH]c(=O)c2cc1OC | / | 217%[activator] | / | 60%[activator] | / | / | -27
Cc1nn(-c2ccccc2)c(C)c1NC(=O)COC(=O)c1ccc(Cl)c(S(N)(=O)=O)c1 | / | 24% | / | -9% | 0% | / | -24
Nc1ccc2oc(-c3ccccc3Cl)cc(=O)c2c1O | 43* | -26% | 50* | -4% | -4% | 2%[89.2 µM] | -8
Cc1onc(-c2c(Cl)cccc2Cl)c1-c1nc2cc(Cl)ccc2c(=O)o1 | 1 | -33% | 7 | 2% | 2% | 5% | 19
CCOC(=O)c1sc(C)c2c1NC(c1ccc(N(C)C)cc1)NC2=O (stereo not drawn) | -22 | -27% | -5 | -11% | -5% | 0% | 38
O=C(Cn1cc([N+](=O)[O-])nc1[N+](=O)[O-])N1CCN(c2ccccc2)CC1 | -6 | -11% | 8 | -27% | 1% | ? | 2
N#Cc1ccc(/C=N/NC(=O)c2cc(-c3cccs3)nc3ccccc23)cc1 | 27 | -18% | 22* | -11% | -10% | 1% | -20
CCOc1ccc(CNC(=O)CCSCc2ccccc2F)cc1OC | 17 | -19% | 2 | 4% | ? | 3% | -4
COc1cc(/C=N/Nc2nc3ccccc3[nH]2)cc(Br)c1OCC(=O)N(C)C | 139* | 40% | 37* | 89%[activator] | -6% | -16% | -39
CCOc1ccccc1NC1c2ccccc2C(=O)N1Cc1ccco1 (stereo not drawn) | -6 | -2% | -6 | -24% | ? | 0% | 33
CCCCn1ccnc1C(=O)c1cccc(S(=O)(=O)N2c3ccccc3CC2C)c1 (stereo not drawn) | 3 | 2% | -3 | -1% | -15% | -2% | -22
CCOc1ncccc1C(=O)OCC(=O)c1cc(OC)ccc1OC | -21 | 46% | -1 | -15% | -4% | -6% | 24
C#CCOCCOCCOCCNc1nc(N2CCN(C(=O)CCCCCCCCCCNC(=O)[C@H]([C@@H](C)CC)n3cc(CCCCN=C(N)N)nn3)CC2)nc(N2CCN(C(=O)CCCCCCCCCCNC(=O)[C@H](CO)n3cc(CCCCCN)nn3)CC2)n1 | / | 178%[activator] | / | ? | -6% | / | /
Fc1ccc(CSc2nc3ccccc3[nH]2)c2ccccc12 | 18 | -43% | 11 | -2% | ? | -2% | -30
Cc1cc(=S)nc(-c2ccccn2)[nH]1 | 17 | -12% | -1 | 46%[activator] | -6% | 21% | 31
O=C(NCc1ccccc1)OCCN1CCN(Cc2ccccc2)CCC1=O | -21 | 25% | 3&1 | -4% | -3% | 5%[89.2 µM] | 17
COc1cc(OC)cc(C(=O)Nc2ccc(-c3nc4ccccc4o3)c(O)c2)c1 | 35 | -32% | 25* | 22% | 4% | 3% | /
COc1cc(NC(=O)C2CCCN2S(=O)(=O)c2cccc3cccnc23)cc(OC)c1OC (stereo not drawn) | -12 | -22% | -3 | -9% | -6% | 5% | 81
CC(C)(C)C(=O)Nc1ccc(-c2cnco2)cc1 | 64* | -6% | 21* | 12% | 7% | -1% | 25
Cc1ccc(C(=O)NCCNS(C)(=O)=O)cc1 | 45 | 13% | 14 | 8% | -2% | -11% | 61
Cc1c(Br)c([N+](=O)[O-])nn1CC(=O)NCc1cccs1 | -4 | -15% | 5 | -3% | ? | 2% | -30
Cc1cc(CCN2CCC(=O)NC2=O)ccc1OC(C)C | -6 | 23% | -1 | 11% | ? | 7% | -28
Cc1cccc(-c2nnc(SCC#N)n2Cc2ccccc2)c1 | 3 | -2% | 2 | 4% | 2% | -1% | 16
CN(C)c1ccc(C(=O)Nc2nnc(-c3ccc(Cl)cc3)o2)cc1 | 11 | -16% | -2 | 107%[activator] | -16% | ? | -17
O=C(Nc1cccc(S(=O)(=O)NC2=NCCC2)c1)c1cn(-c2ccccc2)nc1-c1ccc(F)cc1 | / | 40% | / | 12% | / | / | 2
COc1ccccc1/C=C1\SC(=S)N(CCC(=O)NNC(=O)c2ccccc2O)C1=O | -6 | 16µM* | -2 | 47%[activator] | -8% | 11% | /
New compounds follow
SMILES | Shiga inhibitor | AmpC no deterg | Cycloheximide cs | AMA1 RON2 block | AmpC detergent | Giardia FBPA inh | HCMV antiviral
COCCSc1ccccc1C(=O)N1CCN(c2ccccc2OC)CC1 | -2 | 4%[11.4 µM] | 4 | -4% | 7% | -5% | 12
COc1ccc(NC(=O)COC(=O)/C=C/c2cccs2)c(OC)c1 | / | -26% | / | -5% | -8% | / | 0
COc1cccc(NC(=O)CN2CCC(C)CC2)c1 | 35* | -16% | 30* | 7% | -5% | 1% | 28
COc1cc(OC)cc(-c2c(-c3cccs3)c3cc(-c4ccc5c(c4)OCCO5)ccc3n2C)c1 | / | -30% | / | -2% | -1% | / | 1
Cc1cc(OCCn2ccnc2)cc(C)c1Cl | -5 | 25% | 1 | 2% | -1% | 10% | 1
Cc1ccc(C(=O)NN2C(=O)c3ccc(S(=O)(=O)c4ccc(C(=O)O)cc4)cc3C2=O)cc1 | -2 | -32% | 8 | 2% | 4% | ? | -30
O=Cc1c(N2CCN(CCO)CC2)nc2ccccn2c1=O | -3 | -21% | -2 | 3% | -8% | -2% | -14
Cc1cc(C)c(C#N)c(SCC(=O)C(C)(C)C)n1 | 13 | -2% | 12 | 25% | ? | -7% | -39
Cc1nnsc1C(=O)NNc1ccc(C(C)(C)C)cc1 | -13 | -31% | -3 | -15% | 7% | -2% | 27
Cc1ccc(NC(=O)CSCC(=O)Nc2sccc2C#N)cc1 | / | -17% | / | -1% | -3% | / | 25

3 entries drawn at random from the list so far:
SMILES | Shiga inhibitor | AmpC no deterg | Cycloheximide cs | AMA1 RON2 block | AmpC detergent | Giardia FBPA inh | HCMV antiviral
COc1ccc(NC(=O)COC(=O)/C=C/c2cccs2)c(OC)c1 | / | -26% | / | -5% | -8% | / | 0
COc1cccc(NC(=O)CN2CCC(C)CC2)c1 | 35* | -16% | 30* | 7% | -5% | 1% | 28
O=Cc1c(N2CCN(CCO)CC2)nc2ccccn2c1=O | -3 | -21% | -2 | 3% | -8% | -2% | -14

Other entries follow:
SMILES | Shiga inhibitor | AmpC no deterg | Cycloheximide cs | AMA1 RON2 block | AmpC detergent | Giardia FBPA inh | HCMV antiviral
Cc1c(C)n(C(=O)CN2CCC(C)CC2)c2ccccc12 | -11 | -2% | 1 | -3% | 0% | -4% | -14
CCCOC(=O)C1[C@H]2C(=O)N(Cc3ccco3)C[C@]23C=C[C@H]1O3 (stereo partly drawn) | 18 | 57% | -4 | -7% | -13% | -3% | 11
COc1cc(C(=O)Nc2ccc(C(=O)c3cccs3)cc2)cc(OC)c1OC | -2 | 44% | 2 | -16% | 3% | -5% | -33
COc1cccc(NC2=CC(=O)CC(C)(C)C2)c1 | -22 | -9% | -1 | 0% | -13% | -3% | -9
Cc1ccc(-c2nn3cnnc3c3ccccc23)cc1C | -6 | -4% | -2 | -14% | 3% | 4% | 129
CCN(CC)S(=O)(=O)c1ccc(N(C)Cc2cccnc2)nc1 | -21 | 5% | 6 | -6% | 3% | -2% | -22
